hERG WT inh – inhibitors of human wildtype KCNH2 potassium channel. AID 720551. Q12809. U2OS, BacMam KCNH2, thallium flux FluxOr; hits give low values. activity change, % at 1.84 µM. 340,000 compounds, 0.37% hits;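 active means maximum activity change below -70%; inconclusive means maximum activity change between -70% and -50%; inactive means maximum activity change above -50%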; further: on the % scale 0 is the no-effect control and ±100 the full control effect
Target sequence (Q12809 whole entry, looked up): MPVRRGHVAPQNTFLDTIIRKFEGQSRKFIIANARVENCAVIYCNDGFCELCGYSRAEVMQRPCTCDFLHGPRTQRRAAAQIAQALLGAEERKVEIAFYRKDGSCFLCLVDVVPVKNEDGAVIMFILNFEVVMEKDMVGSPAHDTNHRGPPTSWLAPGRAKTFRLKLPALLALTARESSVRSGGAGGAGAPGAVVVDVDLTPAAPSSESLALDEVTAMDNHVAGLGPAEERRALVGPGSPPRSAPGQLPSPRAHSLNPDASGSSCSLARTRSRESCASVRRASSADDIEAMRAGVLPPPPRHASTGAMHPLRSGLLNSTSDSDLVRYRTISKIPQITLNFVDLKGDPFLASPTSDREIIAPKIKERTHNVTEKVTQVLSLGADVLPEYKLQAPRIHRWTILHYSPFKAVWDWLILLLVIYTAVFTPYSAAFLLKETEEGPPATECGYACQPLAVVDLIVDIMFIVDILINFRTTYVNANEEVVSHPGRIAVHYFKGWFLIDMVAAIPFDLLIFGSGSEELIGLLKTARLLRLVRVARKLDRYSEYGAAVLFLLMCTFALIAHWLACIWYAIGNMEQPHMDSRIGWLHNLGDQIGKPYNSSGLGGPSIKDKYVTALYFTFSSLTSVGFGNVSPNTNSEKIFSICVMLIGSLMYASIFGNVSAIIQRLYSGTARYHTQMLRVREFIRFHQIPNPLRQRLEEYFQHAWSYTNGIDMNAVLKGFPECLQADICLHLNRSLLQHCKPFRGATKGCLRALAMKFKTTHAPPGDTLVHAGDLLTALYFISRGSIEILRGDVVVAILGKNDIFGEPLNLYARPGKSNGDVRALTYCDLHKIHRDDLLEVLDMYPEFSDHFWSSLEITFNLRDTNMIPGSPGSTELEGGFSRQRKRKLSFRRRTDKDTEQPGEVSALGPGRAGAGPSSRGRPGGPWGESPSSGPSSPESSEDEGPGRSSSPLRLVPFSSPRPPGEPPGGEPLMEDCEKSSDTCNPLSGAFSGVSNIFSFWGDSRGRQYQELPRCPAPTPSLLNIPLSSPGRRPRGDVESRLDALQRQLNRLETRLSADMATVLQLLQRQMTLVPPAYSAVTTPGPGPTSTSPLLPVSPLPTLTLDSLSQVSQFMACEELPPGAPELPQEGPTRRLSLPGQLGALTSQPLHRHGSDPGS
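U2OS cells transduced with wild-type KCNH2 virus are loaded with FluxOr dye for 45 min, and thallium flux is measured in kinetic reads before and after stimulation buffer. Rate constants are normalized to DMSO controls.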
GALK inhibitor – blocks human galactokinase activity | P51570 | Purified GALK, Kinase-Glo residual ATP luminescence | Potency, µM (doses to about 57.5 µM), for inactives: top-dose activity change, negative = inhibition, hits mostly inhibitors | 270,000 compounds, 0.007% hits | AID 1868; further: potency means the concentration at half of the fitted maximal effect; on the % scale 0 is the no-effect control and ±100 the full control effect
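5 nM enzyme, 35 uM ATP, 100 uM galactose, 20 mM HEPES pH8.0, 5 mM MgCl2; 1 h RT; residual ATP by Kinase-Glo Plus luminescence, qHTS format.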
Giardia kill – kills Giardia lamblia; Giardia lamblia trophozoite viability; activity change, % at 7.66 µM, hits read low; 340,000 compounds, 0.15% hits; in the data active means activity change below about -80%; inconclusive means between about -30% and that limit;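 further: parasites exposed to compound for two days anaerobically before the ATP read; on the % scale 0 is the no-effect control and ±100 the full control effect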
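Trophozoite viability was measured as ATP-dependent luminescence, read 15-30 min after reagent addition. Before that, parasites at 100 cells/well were exposed to compounds for 48 h, anaerobically, at 37 deg C.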
BCR signal inh – blocks chronic active B-cell receptor signaling; ABC-DLBCL IkBa-CBG/CBR reporter, luminescence ratio, 4 h; Potency, µM (top dose mostly 46.1 µM), for the others: at the highest dose ratio change, negative = lower green/red ratio, actives largely listed as inhibitors; 340,000 compounds, 0.05% hits; active means well fitted inhibition curve with a large enough effect in the signal ratio, with a control signal flat, not every such curve was filed as active; inconclusive means small, poorly fitted or top-dose-only effect, or effect the other way, or a change in a side signal; the % refers to the signal ratio;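 further: potency means the concentration at half of the fitted maximal effect; plate controls were basal doxycycline-induced cells for no effect and cells given 10 µM MG132 for full effect; MG132 reads +100%, hits lower the ratio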
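TMD8 human ABC-DLBCL cells with doxycycline-inducible IκBα–green luciferase fusion and unfused red luciferase, in 0.5% FBS medium; compounds up to 46 uM, 4 h at 37C. Green/red luminescence ratio, filter-overlap corrected, fitted to concentration-response curves.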
TSHR antagonist – blocks TSH signaling through the human TSH receptor | P16473 | activity change, negative = inhibition, % at 11.5 µM | TSHR-expressing cells, TSH-stimulated cAMP HTRF, 2 h; hits give low values | 330,000 compounds, 0.2% hits;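 active means activity change below a set negative limit, meaning inhibition stronger than a set level, cut at about -70% in these data; inconclusive means activity change between two set negative limits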; further: on the % scale 0 is the no-effect control and ±100 the full control effect
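Read-out is FRET at 665 nm (cryptate excitation 337 nm) from a cryptate-tagged anti-cAMP antibody, competed by cell cAMP against cAMP-d2. Compounds are tested on freshly harvested TSHR cells challenged with 4nM TSH (EC80) for 2 hours at 37 deg C.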
TCR activator – activators of T cell receptors; primary human leukocytes, anti-CD3, IL-2 HTRF, 48 h; Potency, µM (titrated, usually from 9.22 µM), for the others: top-dose activation of IL-2 secretion, hits mostly activators; 330,000 tested, under 10 active; further: % of control where 0% means no effect
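IL-2 produced over 48 hr by a-CD3 bead-stimulated primary human leukocytes exposed to compounds was detected with a homogeneous time-resolved FRET immunoassay, 665nm acceptor signal after 320nm excitation.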
CXXC DNA block – inhibitors of human MLL CXXC domain-DNA interaction; Q03164; AID 2662; MLL-CXXC / FITC-HOXA9 DNA fluorescence polarization; Potency, µM (highest dose often 115 µM), inactives show at the highest dose activity change, negative = inhibition, most hits filed as inhibitors; 290,000 compounds, 0.037% hits; active means well fitted inhibition curve with a large enough effect in the polarisation, with a control signal flat, not every such curve was filed as active; inconclusive means small, poorly fitted or top-dose-only effect, or effect the other way, or a change in a side signal; inactive means no such curve, though single readings can be large or run the other way; the % refers to the polarisation; further: potency means the concentration at half of the fitted maximal effect
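Purified MLL-CXXC (added from a 7 uM solution) was preincubated 5 min at ambient with pinned compounds in 50 mM Tris-HCl pH 7.5, 50 mM NaCl, 1 mM DTT, 0.05% BSA. Fluorescein-labeled HOX-A9 DNA (50 nM solution) followed, 30 min, then polarization read.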
FBPA coupling cs – counter-screen for Giardia aldolase inhibitors: coupling enzyme system. activity change, negative = inhibition, % at 58.2 µM, hits read low. AID 2472. 290,000 compounds, 0.67% hits. coupling enzyme system counterscreen, AmpLite Red fluorescence; in the data active means activity change below about -30%; further: on the % scale 0 is the no-effect control and ±100 the full control effect
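Coupling enzymes only (glyceraldehyde-3-phosphate) + compound, at 57.5 uM final, 10 min RT; add substrate/coupling/AmpLite Red mix, 20 min RT; fluorescence ex 525/em 598 nm. Actives flag coupling-system interference.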
Tb PFK block – T. brucei PFK enzyme inhibition. Potency, µM (titrated, usually from 57.5 µM), inactives show at the top dose activity, negative = inhibition, actives largely listed as inhibitors. 330,000 compounds, 0.17% hits. T. brucei PFK, ADP-Glo luminescence. O15648. AID 485367;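 further: potency means the concentration at half of the fitted maximal effect; 0% = uninhibited 1x PFK enzyme wells and -100% = no-enzyme wells; nearly all actives have a fitted effect of over 60% in size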
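PFK 1.25 nM, F6P 0.5 mM, ATP 0.1 mM, 0.1 M TEA pH 8.0, 5 mM MgCl2, 0.01% Tween20, 0.1% BSA; 45 min RT. ADP-Glo readout. qHTS titration up to 57 uM; curves fitted, compounds curve-classed.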
A-T KAP1 phos – potential ataxia-telangiectasia treatments restoring KAP-1 phosphorylation | […] A-T fibroblasts, KAP-1 phosphorylation AlphaLISA; neocarzinostatin DNA damage 30 min before lysis | AID 485349 | 320,000 compounds, 0.19% hits | Potency, µM (highest dose often 57.5 µM), without a hit: at the highest dose activation, usual class: activators; further: potency means the concentration at half of the fitted maximal effect; % of control where 0% means no effect; nearly all actives have a fitted effect of over 45% in size
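hTERT-immortalized A-T patient fibroblasts ([…]), 500 cells/well in OPTI-MEM, 1% FBS, got compounds for 60 min, then NCS for 30 min at 37C. Lysates were then assayed for phospho-KAP-1 by AlphaLISA (anti-pKAP1 donor, anti-KAP1 acceptor beads), 6 hr at 25C.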
* = called active by the depositor; ? = inconclusive; / = no result given; & = joins results of further samples; [ ] = another dose, or the depositor's remark. Unless noted, the call rests on the fitted dose curve; in most records, active means well fitted curve in the direction sought with a large enough effect; inconclusive means small, poorly fitted or top-dose-only effect, or another doubt; inactive means no such curve, though single readings can be large; an effect the other way counts as inactive or inconclusive.

Sequence of screens: hERG WT inh | GALK inhibitor | Giardia kill | BCR signal inh | TSHR antagonist | TCR activator | CXXC DNA block | FBPA coupling cs | Tb PFK block | A-T KAP1 phos
COc1ccc(C(=O)c2ccc(Cl)cc2Cl)cc1
    -7.8 | -1.6% | 3.9 | -0.3% | -7.4 | -12.1% | 11.5% | -1.1 | -3.7% | 7.8%
COc1ccc(OCC(O)Cn2ccnc2C)cc1 (stereo not drawn)
    13.5 | -0.7% | -4.4 | 9.5% | -3.9 | -7.9%[46.1 µM] | 6.6% | 1.1 | -9.1% | 0.0%
CCCCCN(C(=O)CCC(=O)OC(C)C(=O)c1ccc(Cl)cc1)c1c(N)n(CCCC)c(=O)[nH]c1=O (stereo not drawn)
    -16.3 | / | -4.5 | -0.1% | -16.3 | -2.2% | / | / | -3.4% | 2.9%
CN(CC(=O)Nc1ccccc1C(=O)NC1CC1)Cc1cccs1
    1.2 | / | -13.4 | -4.5% | 5.2 | -4.8% | / | / | 5.3% | 2.3%
COc1cc(OC)cc(C(=O)Nc2ccccc2-c2nnn(CC(=O)Nc3cc(C)on3)n2)c1
    -6.2 | -3.1% | 2.2 | -0.4% | -6.0 | -5.7% | 7.5% | 1.5 | 5.9% | 2.3%
COCCNC(=O)C(c1ccc(C)cc1)N(Cc1ccco1)C(=O)CCC(=O)Nc1ccccn1 (stereo not drawn)
    -5.2 | 0.6% | 5.2 | 0.6% | 9.3 | -0.2% | 54.9%[activator] | 3.9 | 2.4% | -1.6%
CCCN(CCC)c1ccc(CC(=O)NC(C)Cc2ccccc2)cc1 (stereo not drawn)
    -4.5 | 0.0% | -8.5 | 8.0% | 0.8 | 1.5%[46.1 µM] | 11.7% | 1.6 | 6.1% | 1.5%
CCN(CC)CC(C)CNC(=O)CN1C(=O)CSc2ccc(S(=O)(=O)N3CCOCC3)cc21 (stereo not drawn)
    5.9 | / | 1.2 | -13.8%&-0.2% | 3.4 | 0.0% | 4.6% | -0.6 | -1.8% | 9.2%
Cc1ccc(NC(=O)C2OCCc3ccccc32)cc1 (stereo not drawn)
    1.0 | 4.6% | 21.4 | 5.9% | 15.2 | 1.2% | -0.2% | 0.3 | -3.7% | 2.9%
Nc1ccc(-n2nc(C(F)(F)F)cc2C(F)(F)F)cc1
    -2.7 | 2.3% | 0.5 | -8.3% | 6.2 | -4.4% | 1.2% | 0.0 | 0.0% | -7.0%
CCOC(=O)c1nc(Nc2ccccc2)c2ccccc2n1
    5.2 | 0.0% | 7.3 | 12.2% | -5.3 | -45.0% | 6.0% | -1.5 | -3.5% | -2.7%
CCN(Cc1ccc(OC)c(COC)c1)CC1CCCN(CCc2cccc(OC)c2)C1 (stereo not drawn)
    41.6 | -1.7% | 11.9 | ? | 13.7 | / | 6.1% | -0.8 | 0.5% | -2.8%
CC(SCc1ccccc1)C(=O)Nc1ccc2c(c1)OCO2 (stereo not drawn)
    -4.1 | -3.1% | -7.9 | -0.1% | 1.5 | -2.5% | -0.8% | 2.0 | -0.5% | -3.4%
CCC(Oc1ccccc1)C(=O)Nc1nnc(S(=O)(=O)Nc2ccccc2)s1 (stereo not drawn)
    -25.1 | / | 3.3 | 7.6% | 13.3 | -1.8% | 4.4% | 6.9 | -0.4% | 0.9%
COc1ccc(CCN2C(=S)N(c3ccc(Cl)cc3)C(=O)C2CC(N)=O)cc1OC (stereo not drawn)
    8.7 | 6.2% | -2.5 | -23.0% | 3.3 | -4.1% | 2.4% | -0.6 | 5.6% | -5.6%
CCOC(=O)C1=C(C)C2C3C(=O)N(c4ccccc4C)C(=O)C3C1(C)C1C(=O)N(c3ccccc3C)C(=O)C21 (stereo not drawn)
    -0.8 | 3.6% | -21.3 | 0.4% | -2.8 | -4.6%[46.1 µM] | 12.1% | -1.6 | -12.0% | -0.3%
Cc1ccc(CCNS(=O)(=O)c2cc3c(cc2C)NC(=O)CO3)cc1
    7.8 | / | 19.9 | 8.7% | 7.9 | -2.2% | / | 4.0 | 1.9% | 6.0%
CC(=Nc1ccc(O)cc1)c1sc2ccccc2c1O
    0.2 | 0.2% | -10.0 | -16.4% | -12.7 | -1.7% | ? | 0.8 | -2.4% | -2.1%
CCOC(=O)N1CCN(C(=O)COC(=O)COc2c(C)cc(C)cc2C)CC1
    2.6 | / | -3.5 | 4.7% | 38.2 | -6.1% | / | / | -4.3% | 14.9%
COc1ccc(S(=O)(=O)N2CCN(C(=O)c3ccc4ccccc4n3)CC2)cc1
    -7.0 | / | 29.0 | ? | -17.4 | -1.9% | / | / | 1.7% | 3.9%
Cc1ccc(C(=O)NC(=S)N2CCN(c3ccc([N+](=O)[O-])cc3)CC2)cc1
    -29.7 | -2.0% | -13.6 | ? | -11.4 | 5.2%[46.1 µM] | 6.2% | 0.1 | -1.5% | -4.5%
COC(=O)c1ccccc1NC(=O)CN1CCOCC1
    0.2 | -1.7% | -14.7 | -6.4% | 29.7 | -40.8% | -10.5% | 5.4 | 1.1% | -11.2%
N#CCC(=O)N1CC2(CC(c3cccc(NC(=O)COc4ccc(Cl)cc4)c3)=NO2)C[C@@H]1C(N)=O (stereo partly drawn)
    -7.6 | 2.8% | -17.8 | -20.8% | 1.0 | 1.3% | 5.2% | -0.9 | -30.0% | -22.6%
C=CCOc1ccccc1CNCc1cccnc1
    -3.4 | 0.4% | -12.5 | 15.6% | -9.1 | 7.1% | 3.8% | -0.4 | -0.5% | 1.9%
Cc1c([N+](=O)[O-])c2ccc(O)cc2n1-c1ccccc1
    -5.7 | 1.1% | 1.8 | -5.6% | -0.2 | 0.8% | -1.7% | 0.4 | -1.4% | -2.5%
C[C@H](NC(=O)C1CC(=O)N(c2ccc3c(c2)OCCO3)C1)C(=O)N1CCC(C(=O)O)CC1 (stereo partly drawn)
    -24.2 | 4.5% | 11.7 | 6.0% | 17.2 | -2.0% | 13.2% | / | -3.5% | -16.9%
CON1C(=O)C(=O)N(OC)C(C)(C)C1(C)C
    14.4 | / | 4.1 | -1.6% | -8.7 | -1.6%[46.1 µM] | -12.3% | -1.2 | 0.4% | -7.4%
CC(OC(=O)COc1ccccc1)C(=O)NC1CCCC1 (stereo not drawn)
    8.0 | / | 8.3 | 1.5% | 13.7 | -3.1% | / | / | -9.0% | -15.3%
CCN(C(=O)CSc1nnc(-c2ccc3c(c2)OCO3)o1)C1CCS(=O)(=O)C1 (stereo not drawn)
    -21.7 | / | -19.4 | -1.1% | 9.2 | 0.6% | / | / | 3.3% | -1.4%
O=C(CSc1nc(O)cc(=O)[nH]1)Nc1ccc2c(c1)CCC2
    -6.5 | 2.0% | -4.0 | 13.2% | -3.5 | -0.7% | -3.8% | 7.7 | -6.3% | -5.2%
COc1ccc(C2c3cc(OC)c(OC)cc3CCN2C(=O)c2cccc([N+](=O)[O-])c2)cc1OC (stereo not drawn)
    3.0 | -2.3% | 19.5 | -2.6% | -2.2 | -1.4% | 4.8% | -0.5 | 1.6% | 16.7%
Cc1cccc(C)c1NC(=S)N(Cc1cccs1)C1CCCC1
    -3.8 | 1.0% | 10.6 | -4.4% | -0.9 | -9.6% | 5.0% | 2.1 | -1.9% | 4.3%
O=S(=O)(c1cccc(-c2cn3ccccc3n2)c1)N1CCCCC1
    -2.0 | -2.2% | -1.1 | -0.3% | -1.7 | 0.5% | 7.3% | / | -0.4% | 4.9%
Cc1c(C(=O)NC2CCS(=O)(=O)C2)oc2ccccc12 (stereo not drawn)
    -6.5 | 0.4% | 3.9 | 9.8% | 25.0 | -1.1% | -5.8% | 1.5 | 10.7% | 9.6%
CSCCC(NS(=O)(=O)c1ccc(C)cc1)C(=O)N1CCCCCCC1 (stereo not drawn)
    -14.6 | / | -16.2 | 2.5% | 2.0 | -2.4% | / | / | -2.4% | 3.1%
COC(=O)c1ccc(NC(=O)C23CC4CC(C2)CC(n2cncn2)(C4)C3)cc1
    -6.0 | 0.6% | -14.6 | -1.5% | -4.6 | 4.6%[46.1 µM] | 9.7% | 2.2 | -0.7% | -0.9%
CN(/N=C/c1ccncc1)c1cnc2ccccc2n1
    17.5 | 3.4% | -18.8 | 16.1% | -6.4 | -5.4% | -2.6% | 0.6 | 9.0% | 1.0%
CN1CCN(c2ccc(NC(=O)CN3CCOCC3)cc2F)CC1
    -7.5 | 4.6% | 9.6 | 2.5% | 1.7 | -0.5% | -3.8% | -1.5 | -2.0% | -1.9%

Screening results: PubChem, National Center for Advancing Translational Sciences (NCATS)
